# Screening data deposited in PubChem by National Center for Advancing Translational Sciences (NCATS).
# AT treatment: qHTS Assay for Identifying a Potential Treatment of Ataxia-Telangiectasia; […] A-T fibroblasts, KAP-1 phosphorylation AlphaLISA; neocarzinostatin DNA damage 30 min before lysis; Potency, µM (titrated, usually from 57.5 µM), without a hit: at the highest dose activation, usual class: activators; hit rate 0.19% among 320,000; note: potency is the fitted concentration of half-maximal effect; % of control where 0% means no effect; nearly all actives have a fitted effect of over 45% in size
#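 hTERT-immortalized A-T patient fibroblasts ([…]), 500 cells/well in OPTI-MEM, 1% FBS, got compounds for 60 min, then NCS for 30 min at 37C. Lysates were then assayed for phospho-KAP-1 by AlphaLISA (anti-pKAP1 donor, anti-KAP1 acceptor beads), 6 hr at 25C.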
# MBNL1-CUG inh: qHTS Assay for Inhibitors of MBNL1-poly(CUG) RNA binding; hit rate 0.036% among 280,000; AID 2675, 2010; Potency, µM (series often up to 57.5 µM), for the others: top-dose activity change, negative = inhibition, hits mostly inhibitors; TR-FRET MBNL1-His/biotin-(CUG)12 binding, 665/545 ratio; Muscleblind-like protein 1 (Homo sapiens), Q9NR56; active = well fitted inhibition curve with a large enough effect in the signal ratio, with a control signal flat, not every such curve was filed as active; inconclusive = small, poorly fitted or top-dose-only effect, or effect the other way, or a change in a side signal; inactive = no such curve, though single readings can be large or run the other way; the % refers to the signal ratio; note: potency is the fitted concentration of half-maximal effect; % is set by controls: 0 for no effect and ±100 for the full control effect
# Target sequence (Q9NR56 whole entry, looked up): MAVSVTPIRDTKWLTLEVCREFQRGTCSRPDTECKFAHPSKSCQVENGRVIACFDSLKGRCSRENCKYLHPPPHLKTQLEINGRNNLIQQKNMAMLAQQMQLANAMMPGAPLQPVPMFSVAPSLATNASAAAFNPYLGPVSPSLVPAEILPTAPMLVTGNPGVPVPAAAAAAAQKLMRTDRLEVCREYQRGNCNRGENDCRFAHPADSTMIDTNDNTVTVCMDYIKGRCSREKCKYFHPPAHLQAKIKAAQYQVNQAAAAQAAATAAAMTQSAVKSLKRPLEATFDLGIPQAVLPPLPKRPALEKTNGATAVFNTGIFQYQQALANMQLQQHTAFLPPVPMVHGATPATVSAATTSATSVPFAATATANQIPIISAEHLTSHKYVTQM
#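 MBNL1-His + Biotin-(CUG)12, cpd titration 92 nM–58 uM; Tb anti-His Ab 0.055 ng/ul, SA-XL665 5 nM (final); 60 min RT; ratiometric 665/545 nm, Ex 340 nm; normalized to buffer and full-complex controls.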
# TSHR antag: Antagonists of the Thyroid Stimulating Hormone Receptor: HTS campaign. TSHR-expressing cells, TSH-stimulated cAMP HTRF, 2 h; hits give low values. activity change, negative = inhibition, % at 11.5 µM. hit rate 0.2% among 330,000;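 active = activity change below a set negative limit, meaning inhibition stronger than a set level, cut at about -70% in these data; inconclusive = activity change between two set negative limits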; note: % is set by controls: 0 for no effect and ±100 for the full control effect
#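 Cell-based HTRF cAMP assay; TSHR cells + compound, TSH EC80 (4nM final), 2 h, 37 deg C. Lysis with anti-cAMP cryptate and cAMP-d2, 30 min RT, read 665/620 nm.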
# Menin MLL FP TR: qHTS Assay for Inhibitors Targeting the Menin-MLL Interaction in MLL Related Leukemias: Competition With Texas Red Labeled MLL-derived Mutant Peptide | O00255 | Menin + Texas Red MLL mutant peptide, fluorescence polarization | Potency, µM (top dose mostly 61.6 µM), without a hit: top-dose FP activity change, negative = inhibition, actives largely listed as inhibitors | hit rate 0.23% among 270,000; active = well fitted inhibition curve with a large enough effect in the polarisation, with a control signal flat, not every such curve was filed as active; inconclusive = small, poorly fitted or top-dose-only effect, or effect the other way, or a change in a side signal; inactive = no such curve, though single readings can be large or run the other way; the % refers to the polarisation; note: potency is the fitted concentration of half-maximal effect; % of control where 0% means no effect; many of its hits are not listed in these tables
# Mito fusion yeast: qHTS Assay for Small Molecule Inhibitors of Mitochondrial Division or Activators of Mitochondrial Fusion. S. cerevisiae fusion-defective mutant growth rescue, CellTiterGlo 48 h. Potency, µM (doses to about 46.1 µM), for inactives: top-dose growth rescue (activation), usual class: activators. hit rate 0.23% among 320,000;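 note: potency is the fitted concentration of half-maximal effect; % of control where 0% means no effect; nearly all actives have a fitted effect of over 45% in size; temperature-sensitive fusion mutants such as fzo1-1 at 37 °C on non-fermentable ethanol glycerol medium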
#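 Growth-rescue viability read-out: after 48 h at the non-permissive 37C in glycerol/ethanol YPEG, yeast mitochondrial fusion mutants are measured by CellTiterGlo luminescence; compounds (23 nl pinned per well) restoring growth score as division inhibitors or fusion activators.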
# TCR act: Activators of T cell receptors: qHTS campaign | Potency, µM (highest dose often 9.22 µM), without a hit: at the highest dose activation of IL-2 secretion, usual class: activators | 330,000 tested, under 10 active | primary human leukocytes, anti-CD3, IL-2 HTRF, 48 h | AID 504894, 2011; note: % of control where 0% means no effect
#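 Using a-CD3 beads without co-stimulation, primary human leukocytes were exposed to compounds for 48 hr. An HTRF IL-2 kit measured the cytokine, with europium-to-d2 energy transfer producing emission at 665nm upon 320nm excitation.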
# TSG101-PTAP inh: qHTS Assay for Iinhibitors of HIV-1 Budding by Blocking the Interaction of PTAP/TSG101; Fluorescence polarization, FITC-PTAP peptide / Tsg101 binding; Potency, µM (highest dose often 115 µM), inactives show at the highest dose activity change, negative = inhibition, hits mostly inhibitors; 340,000 tested, under 10 active; AID 493005, 2010; active = well fitted inhibition curve with a large enough effect in the main read-out, with a control signal flat, not every such curve was filed as active; inconclusive = small, poorly fitted or top-dose-only effect, or effect the other way, or a change in a side signal; inactive = no such curve, though single readings can be large or run the other way; note: potency is the fitted concentration of half-maximal effect; % of control where 0% means no effect
#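 Tsg101 binding domain (10 uM final) was mixed with compound and a FITC-labeled PTAP peptide (50 nM final) in HEPES pH 7.5 buffer with NaCl, Tween 20, EDTA and TCEP; fluorescence polarization was read after 20 min at r.t.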
# a7 integrin act: qHTS for Activators of Integrin-Mediated Alleviation for Muscular Dystrophy | hit rate 0.064% among 350,000 | alpha7betagal myoblasts, beta-gal FDG fluorescence, 48 h | AID 624291, 2012 | Potency, µM (doses to about 38.3 µM), inactives show at the highest dose activation, hits mostly activators;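 note: potency is the fitted concentration of half-maximal effect; 100% = response of the positive control SU9516; nearly all actives have a fitted effect of over 60% in size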
#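 alpha7betagal+/- myoblasts (passage 13, 250/well) treated 48 h at 37C with compounds at 1:260 dilution of DMSO stock. Lysed, then beta-galactosidase activity read as FDG fluorescence (ex 480/em 540) after 30 min, with pre-read for autofluorescence.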
# S-ASM inh: Inhibitors of Secretory Acid Sphingomyelinase (S-ASM): qHTS | Potency, µM (titrated, usually from 57.5 µM), for the others: top-dose activity change, negative = inhibition, usual class: inhibitors | placental ASM, HMU-PC fluorogenic substrate, 60 min | hit rate 0.006% among 340,000 | AID 504937, 2011; note: potency is the fitted concentration of half-maximal effect
# Target sequence (P17405 47-631 limits assumed): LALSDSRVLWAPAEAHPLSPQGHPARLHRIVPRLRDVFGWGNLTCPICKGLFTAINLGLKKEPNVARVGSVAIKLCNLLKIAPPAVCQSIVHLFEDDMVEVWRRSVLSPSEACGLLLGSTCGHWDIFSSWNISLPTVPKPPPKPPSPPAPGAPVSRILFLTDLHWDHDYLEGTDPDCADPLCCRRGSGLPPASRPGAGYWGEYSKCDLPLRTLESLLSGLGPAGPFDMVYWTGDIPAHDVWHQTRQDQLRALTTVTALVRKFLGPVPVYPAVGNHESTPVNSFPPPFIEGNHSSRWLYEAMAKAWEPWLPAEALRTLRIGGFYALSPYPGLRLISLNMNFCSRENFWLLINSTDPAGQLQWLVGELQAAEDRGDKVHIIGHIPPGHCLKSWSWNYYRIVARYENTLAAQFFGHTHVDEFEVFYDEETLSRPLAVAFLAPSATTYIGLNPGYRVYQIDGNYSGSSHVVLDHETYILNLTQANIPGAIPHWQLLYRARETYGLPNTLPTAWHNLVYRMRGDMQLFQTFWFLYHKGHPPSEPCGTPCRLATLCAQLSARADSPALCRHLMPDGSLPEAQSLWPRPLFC
#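 qHTS format. ASM enzyme prepared from human placenta hydrolyses the fluorogenic substrate HMU-PC0 (9 uM final) over 60 min at 37 °C after a 10 min compound preincubation.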
# CXXC DNA block: qHTS Fluorescence Polarization Assay for Inhibitors of MLL CXXC domain - DNA interaction | Histone-lysine N-methyltransferase 2A (Homo sapiens), Q03164 | MLL-CXXC / FITC-HOXA9 DNA fluorescence polarization | Potency, µM (doses to about 115 µM), inactives show at the top dose activity change, negative = inhibition, hits mostly inhibitors | hit rate 0.037% among 290,000 | AID 2662, 2010; active = well fitted inhibition curve with a large enough effect in the polarisation, with a control signal flat, not every such curve was filed as active; inconclusive = small, poorly fitted or top-dose-only effect, or effect the other way, or a change in a side signal; inactive = no such curve, though single readings can be large or run the other way; the % refers to the polarisation; note: potency is the fitted concentration of half-maximal effect
#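 Purified MLL-CXXC (added from a 7 uM solution) was preincubated 5 min at ambient with pinned compounds in 50 mM Tris-HCl pH 7.5, 50 mM NaCl, 1 mM DTT, 0.05% BSA. Fluorescein-labeled HOX-A9 DNA (50 nM solution) followed, 30 min, then polarization read.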
# Numbers without * were called inactive; ? = inconclusive; · = no result given; [ ] = another dose, or the depositor's remark. Unless noted, calls come from the whole dose curve; as a rule, active = well fitted curve in the direction sought with a large enough effect; inconclusive = small, poorly fitted or top-dose-only effect, or another doubt; inactive = no such curve, though single readings can be large; an effect the other way counts as inactive or inconclusive.
SMILES,AT treatment,MBNL1-CUG inh,TSHR antag,Menin MLL FP TR,Mito fusion yeast,TCR act,TSG101-PTAP inh,a7 integrin act,S-ASM inh,CXXC DNA block
CCOC(=O)C1=CN(Cc2cccc(F)c2)S(=O)(=O)N(CC)C1c1ccccc1 (configuration not stated),10.9%,·,10.7,·,·,3.5%[46.1 µM],-1.1%,15.9%,2.7%,·
CC(C)C(=O)NC(=O)COC(=O)/C=C/c1cccs1,0.4%,?,9.8,-5.1%,-5.2%,2.5%,-2.8%,4.6%,-0.4%,-9.1%
CCN(CCn1cccn1)C(=O)CC1C(=O)NCCN1CC1CCCCC1 (configuration not stated),-0.9%,-0.4%,-13.5,11.7%,-5.9%,0.9%,3.7%,-14.9%,20.1%,0.5%
CCOC(=O)C1=C(N)N2C(=O)C(C)SC2=C(C(=O)OC)C1c1ccccc1OC (configuration not stated),0.5%,6.0%,-9.1,-9.9%,-21.7%,-2.9%,-6.6%,14.6%,-20.9%,8.4%
COC(=O)c1c[nH]n2c(=O)cc(C)nc12,-0.4%,-0.2%,23.3,-19.3%,3.8%,·,-7.8%,-8.0%[7.66 µM],-2.0%,0.0%
Cc1ccc2c(C(=O)CN3CCC4(CC3)OCCO4)c(C)[nH]c2c1,-2.4%,0.7%,7.9,?,0.8%,-0.2%,-0.3%,0.8%,-2.9%,3.8%
O=c1[nH]n2cc(-n3cc([N+](=O)[O-])cn3)cnc2c1Br,-9.1%,?,0.9,5.3%,-2.5%,-4.8%,-2.7%,-2.4%,-2.1%,-11.0%
COc1ccccc1/C=N/NS(=O)(=O)c1ccccc1,34.1%,2.5%,25.2,-15.5%,4.7%,-46.4%,0.7%,-1.8%,1.6%,3.3%
COc1ccc(C2=CC(=O)OC3(CCCC3)O2)cc1,·,10.6%,16.1,-6.4%,1.1%,2.4%,-0.1%,-13.2%,0.9%,2.9%
Cc1ccc2nc(-c3ccc(NC(=O)CNC4CC4)cc3)sc2c1,4.8%,14.7%,-9.5,-7.4%,-3.5%,-0.6%,-8.6%,14.7%,19.6%,-1.6%
CN1CCc2ccccc2C1C1CCNCC1 (configuration not stated),4.3%,-2.5%,-4.4,-7.4%,-2.1%,-1.5%,-2.6%,-25.3%,6.2%,1.4%
COc1ccc2nc3oc(C(=O)N4CCN(c5cccc(Cl)c5)CC4)cc3cc2c1,3.7%,8.6%,-4.2,10.0%,29.0%,-5.8%,0.7%,7.5%,-14.5%,16.6%
CC1(C)CC(=O)C(CCCN2C(=O)c3ccccc3C2=O)C(=O)C1,-6.4%,25.2%,13.8,·,-0.6%,6.9%,-8.3%,3.8%,0.6%,4.7%
O=C(NCc1cccnc1)C1CC(=O)N(c2ccc(F)cc2)C1 (configuration not stated),-0.9%,-8.7%,22.3,7.8%,17.4%,-3.9%,-3.8%,-16.2%,3.3%,8.8%
O=C(CSc1nnc(-c2ccccc2)c2ccccc12)NCC1CCCO1 (configuration not stated),-2.1%,10.7%,11.0,21.0%,0.9%,·,·,·,·,?
O=C(N/N=C/c1cc(Cl)ccc1O)c1ccc(Br)cc1,-4.2%,?,-8.4,17.5%,-2.6%,-2.5%[46.1 µM],0.6%,0.7%,3.3%,113.8%[activator]
CC(=O)Nc1ccc(S(=O)(=O)N2CCN(Cc3cccs3)CC2)cc1,1.9%,-14.8%,-1.0,-2.4%,7.8%,2.3%,-0.3%,7.3%,-1.4%,2.0%
Cc1cc(-c2ccc(S(=O)(=O)N3CCN(c4cccc(C)c4C)CC3)s2)on1,-0.4%,-0.8%,9.2,41.7%[activator],15.6%,3.6%,0.0%,8.8%,-0.7%,-3.5%
CCc1ccccc1OCC(=O)Nc1cccc(S(=O)(=O)NC2=NCCCCC2)c1,3.5%,·,-4.2,·,-0.2%,2.3%,-8.4%,13.5%,-0.7%,·
Cn1c(=O)oc2cc(S(=O)(=O)N3CCN(c4ccccn4)CC3)ccc21,-9.3%,-21.1%,5.0,1.5%,2.6%,-6.8%,1.3%,17.3%,1.6%,4.6%
CC(=O)NC(C)c1nc2ccccc2n1C(C)C (configuration not stated),7.7%,-1.1%,-8.7,3.3%,-7.8%,-1.2%[46.1 µM],1.6%,3.1%,1.2%,5.9%
CS(=O)(=O)N1c2cccc3cccc(c23)S1(=O)=O,-4.2%,21.3%,-3.4,?,3.5%,-3.1%,-1.6%,7.6%,1.8%,14.6%
COc1cc(F)ccc1S(=O)(=O)n1c(C)nc2ccccc21,3.9%,0.6%,-14.4,8.5%,-3.9%,-10.3%,3.1%,13.9%,-0.4%,-1.0%
Cc1ccc(C2=NO[C@@](CC(=O)O)(C(=O)Nc3ccc4c(c3)OCCO4)C2)cc1,6.5%,1.7%,4.6,3.8%,3.4%,-0.1%,-1.8%,-6.9%,0.0%,-8.0%
Cc1ccc(CNc2cnccn2)cc1,-4.6%,-6.3%,-3.8,22.0%,4.4%,·,-4.8%,4.6%[7.66 µM],6.6%,2.6%
O=[N+]([O-])c1cccnc1Sc1ccccc1Cl,·,·,·,·,·,-4.4%,-1.7%,-12.5%,-1.7%,·
CC(=O)Oc1ccc(C(=O)Nc2cccc(C(=O)Nc3ccccc3C(=O)O)c2)cc1,2.1%,-7.0%,-2.3,67.3%[activator],5.4%,0.6%,4.9%,-11.0%,9.2%,7.3%
O=C(CSCc1ccccc1F)NCc1ccc(F)cc1,-4.4%,4.5%,18.8,-1.6%,3.4%,2.5%,0.1%,7.8%,-2.2%,3.5%
CCCN(CCC)S(=O)(=O)c1ccc(NS(C)(=O)=O)cc1,8.7%,1.7%,2.2,-0.2%,-1.1%,4.7%,-3.7%,-8.8%,1.5%,5.6%
COc1ccc(CN2CCNC(=O)C2CC(=O)NC2CCCC2)c(OC)c1 (configuration not stated),-1.0%,6.2%,1.4,·,2.6%,-10.5%,-4.0%,28.8%,2.8%,-4.6%
Cc1cc(C)c(S(=O)(=O)NCc2cn3c(C)csc3n2)c(C)c1,-0.1%,-5.9%,-1.3,-0.5%,-2.3%,1.1%,0.2%,-15.3%,-2.7%,1.2%
Cc1cccc(S(=O)(=O)Nc2ccc(S(=O)(=O)Nc3nccs3)cc2)c1,5.3%,·,·,·,·,·,-2.9%,11.0%,3.6%,·
C#CCNC(=O)C1=C[C@H](c2csc3ccccc23)C[C@H](OCCCCO)O1,8.0%,12.5%,-6.8,-2.0%,2.7%,-0.5%,·,2.9%,3.9%,27.4%
CC(C)c1cccc(C(C)C)c1OC(=O)[C@H]1OC(c2ccc(Br)cc2)=C[C@@H]1c1ccc(Br)cc1,13.3%,·,4.1,·,12.5%,2.1%,-1.7%,-27.1%,-2.1%,·
CCN1C(=O)N/C(=C/c2cc(C)n(Cc3ccccc3)c2C)C1=O,0.0%,32.3%,3.5,2.0%,-1.0%,-1.3%[46.1 µM],-5.6%,-16.4%,32.0%[activator],2.8%
CC(C)Oc1ccc(C(CC(=O)NCc2ccco2)c2ccccc2)cc1 (configuration not stated),-0.1%,1.0%,0.1,1.3%,-3.9%,·,·,-6.9%,-2.0%,13.5%
O=C(N=Nc1c(O)[nH]c2ccc(Br)cc12)c1ccccc1-n1cccc1,-4.2%,?,15.5,?,?,2.7%,-0.7%,-16.7%,?,-3.0%
CCCNc1nc(C)cc(-c2cc(C(=O)NCc3ccccc3)on2)n1,-25.8%,3.4%,0.6,·,20.9%,-8.4%,-7.7%,-8.3%,19.2%,-1.6%
CCCCC(=O)Nc1nnc(SCC(=O)NCC2CCCO2)s1 (configuration not stated),15.7%,·,5.5,·,-4.8%,-14.1%,-11.0%,14.6%,·,·

# A portion of the library; rates above refer to the full screens.
